PAD4 FP inh: blocks human protein arginine deiminase 4; Q9UM07; recombinant PAD4, RCA probe fluorescence polarization; inhibition, % at 6.36 µM; 0.41% of 330,000 active; AID 485272;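 active = percent inhibition above a cutoff equal to the mean of all tested compounds plus 3 SD, cut at about 15% in these data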;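 note: 0% = PAD4 with RCA probe and DMSO and 100% = probe without PAD4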
GSTO1 counter: blocks human GSTO1 in RBBP9 counter-screen | recombinant GSTO1, activity-based probe fluorescence polarization | P78417 | 1.1% of 300,000 active | inhibition, % at 5.96 µM;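 active = inhibition above the campaign mean inhibition plus 3 SD, cut at about 35% in these data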;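 note: 0% = GSTO1-1 with DMSO and 100% = wells lacking GSTO1-1 enzyme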
Target sequence (P78417 whole entry, looked up): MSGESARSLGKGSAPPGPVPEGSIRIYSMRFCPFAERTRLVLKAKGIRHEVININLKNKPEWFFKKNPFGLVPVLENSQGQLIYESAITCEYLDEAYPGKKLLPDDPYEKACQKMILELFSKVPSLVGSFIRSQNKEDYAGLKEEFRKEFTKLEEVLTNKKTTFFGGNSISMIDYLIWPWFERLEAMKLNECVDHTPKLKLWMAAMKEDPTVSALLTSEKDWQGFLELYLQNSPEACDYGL
pPAFAH FP inh: inhibitors of human plasma PAF acetylhydrolase (pPAFAH) | Q13093 | inhibition, % at 3.39 µM | AID 463082 | 1.5% of 330,000 active | recombinant pPAFAH, FP-rhodamine probe fluorescence polarization;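 active = inhibition above the mean inhibition across the screen plus 3 SD, cut at about 25% in these data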;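 note: inhibitors block binding of the rhodamine activity-based probe so polarization drops; 0% = enzyme with DMSO and 100% = wells lacking pPAFAH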
Target sequence (Q13093 whole entry, looked up): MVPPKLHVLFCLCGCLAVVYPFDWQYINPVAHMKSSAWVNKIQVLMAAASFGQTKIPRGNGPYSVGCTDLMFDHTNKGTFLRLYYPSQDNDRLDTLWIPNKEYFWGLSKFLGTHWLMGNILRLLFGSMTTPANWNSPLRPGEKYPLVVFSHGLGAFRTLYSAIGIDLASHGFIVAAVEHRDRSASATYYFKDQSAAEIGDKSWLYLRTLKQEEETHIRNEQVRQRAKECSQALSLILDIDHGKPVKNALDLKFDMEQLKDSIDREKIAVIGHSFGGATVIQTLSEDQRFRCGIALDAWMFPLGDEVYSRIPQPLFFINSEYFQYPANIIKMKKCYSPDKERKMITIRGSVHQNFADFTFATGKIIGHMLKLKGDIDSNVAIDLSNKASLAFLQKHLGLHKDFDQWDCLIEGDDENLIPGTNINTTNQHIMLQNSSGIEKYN
PAFAH2 inh: PAFAH2 (human) inhibition | 0.99% of 340,000 active | AID 492956 | inhibition, % at 3.39 µM | recombinant PAFAH2, FP-rhodamine activity probe, fluorescence polarization | Q99487;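 active = inhibition above the mean over all tested compounds plus 3 SD, cut at about 30% in these data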;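 note: inhibitors block probe labeling of enzyme so polarization drops; 0% = enzyme with DMSO and 100% = wells lacking PAFAH2 protein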
LYPLA2 counter: LYPLA2 (human) inhibition in PME1 counter-screen; recombinant LYPLA2, FP-Rh probe fluorescence polarization; inhibition, % at 5.9 µM; AID 2177; 0.38% of 320,000 active;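 active = inhibition above the screen-wide mean plus 3 SD, limit set per campaign, cut at about 26% in these data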;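 note: 0% = LYPLA2 with DMSO and 100% = wells lacking LYPLA2 enzyme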
PAFAH1B2 FP inh: PAFAH1B2 (human) inhibition. 1.2% of 340,000 active. recombinant PAFAH1B2, FP-rhodamine activity probe, fluorescence polarization. P68402. inhibition, % at 3.39 µM;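 active = inhibition above the mean of all tested compounds plus 3 SD, cut at about 24% in these data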;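 note: 0% = enzyme with DMSO and 100% = wells lacking PAFAH1B2; many of its hits are not listed in these tables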
PREPL inhibitor: inhibitors of human prolyl oligopeptidase-like enzyme PREPL | Q4J6C6 | recombinant PREPL, fluorescence polarization activity-based probe | inhibition, % at 5.96 µM | 0.68% of 320,000 active | AID 2751; in the data active = inhibition above about 43%;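 note: 0% = enzyme with DMSO and 100% = wells lacking enzyme; many of its hits are not listed in these tables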
LYPLA1 inh: counter-screen for PME1 inhibitors: inhibitors of human LYPLA1; AID 2174; recombinant LYPLA1, FP-Rh probe fluorescence polarization; 0.16% of 320,000 active; O75608; inhibition, % at 5.9 µM;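 active = inhibition above the mean of all tested compounds plus 3 SD, set per campaign, cut at about 14% in these data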;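 note: inhibitors block serine hydrolase probe labeling of LYPLA1 so polarization falls; 0% = enzyme with DMSO and 100% = wells lacking LYPLA1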
PAFAH1B3 FP inh: inhibitors of human PAFAH1B3; 0.28% of 340,000 active; Q15102; recombinant PAFAH1B3, FP-rhodamine probe, fluorescence polarization; inhibition, % at 3.39 µM;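 active = inhibition above the screen-wide average of all tested compounds plus 3 SD, cut at about 25% in these data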;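 note: 0% = enzyme with DMSO only and 100% = wells lacking PAFAH1B3 protein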
Target sequence (Q15102 whole entry, looked up): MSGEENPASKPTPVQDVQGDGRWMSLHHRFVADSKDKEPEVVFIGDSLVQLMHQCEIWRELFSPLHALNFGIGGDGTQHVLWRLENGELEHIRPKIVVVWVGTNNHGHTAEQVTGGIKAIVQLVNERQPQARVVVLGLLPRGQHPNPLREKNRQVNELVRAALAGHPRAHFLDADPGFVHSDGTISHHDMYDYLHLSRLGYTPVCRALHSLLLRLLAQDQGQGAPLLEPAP
An asterisk follows results filed as active; · = no result given. Only part of the results is shown; the hit share may differ from the screen's.

Sample of the layout:
SMILES	PAD4 FP inh	GSTO1 counter	pPAFAH FP inh	PAFAH2 inh	LYPLA2 counter	PAFAH1B2 FP inh	PREPL inhibitor	LYPLA1 inh	PAFAH1B3 FP inh
COc1ccc(OC)c(C2C3=C(CCCC3=O)NC3=C2C(=O)CCC3)c1	1	5	9	2	-2	-2	-3	-4	-6
O=C(Nc1ccccc1-c1ccccc1)c1ccco1	0	9	-3	-2	1	-1	16	1	-5
O=S(=O)(Nc1nc2ccccc2nc1Cl)c1ccc(Cl)cc1	3	-2	5	13	1	10	-3	-2	9
Cc1ccc(-c2nc(CS(=O)CC(=O)NC3CCCC(C)C3C)c(C)o2)cc1 (centres undefined)	-1	-2	5	7	-2	3	8	-2	2

Results, repeating the preview:
SMILES	PAD4 FP inh	GSTO1 counter	pPAFAH FP inh	PAFAH2 inh	LYPLA2 counter	PAFAH1B2 FP inh	PREPL inhibitor	LYPLA1 inh	PAFAH1B3 FP inh
COc1ccc(OC)c(C2C3=C(CCCC3=O)NC3=C2C(=O)CCC3)c1	1	5	9	2	-2	-2	-3	-4	-6
O=C(Nc1ccccc1-c1ccccc1)c1ccco1	0	9	-3	-2	1	-1	16	1	-5
O=S(=O)(Nc1nc2ccccc2nc1Cl)c1ccc(Cl)cc1	3	-2	5	13	1	10	-3	-2	9
Cc1ccc(-c2nc(CS(=O)CC(=O)NC3CCCC(C)C3C)c(C)o2)cc1 (centres undefined)	-1	-2	5	7	-2	3	8	-2	2
COc1ccc(-c2nc(C#N)c(NCCN(C)C)o2)cc1	3	1	3	-6	2	2	-1	-3	1
CC(=O)N1CCN(C(=O)c2cc(S(=O)(=O)Nc3ccc(S(C)(=O)=O)cc3)ccc2Cl)CC1	-1	5	5	4	-4	0	6	1	3
Cc1ccc(/C=N/NC(=O)c2c(-c3ccccc3)noc2C)o1	-1	8	4	-4	6	0	-2	1	1
Cc1c(-c2cc(C(=O)O)c3ccccc3n2)cnn1C	-5	-1	-3	-4	-11	1	9	-1	7
O=C(O)c1cccc(NS(=O)(=O)c2ccc3nnn(O)c3c2)c1	-2	-2	2	-2	0	1	-9	2	8
O=C(N/N=C/c1ccc2c(c1)OCO2)c1ccc(NC(=O)c2ccc(F)cc2)cc1	-5	12	24	2	-17	-2	17	-9	-9
CCOc1cc(/C=N/NC(=O)C(=O)N/N=C/c2ccc(O)c(OCC)c2)ccc1O	-4	-5	0	-12	0	-3	5	5	1
COc1ccc(C2=NN(C(=O)CSc3nc(=O)n4cc(C)ccc4n3)C(c3ccc(C)cc3)C2)cc1 (centres undefined)	0	-11	3	-4	-7	-3	19	-2	1
C/C(=N/NC(=O)c1ccccc1)C1=C(O)CC(C)(C)CC1=O	1	3	5	7	-1	9	-3	-3	-5
CCn1c(=O)c(=O)[nH]c2cc(C(=O)N(C)Cc3ccc(OC)c(F)c3)ccc21	-31	-18	-1	-43	-24	-30	6	-17	-19
CCOC(=O)C1C2C=CC3(CN(c4ccc(Cl)c(F)c4)C(=O)C13)O2 (centres undefined)	0	4	-1	14	0	3	4	-2	9
CN(C)CCN(Cc1ccccc1)c1nccc(N(C)C)c1C#N	-1	-1	-2	-2	11	-1	9	2	7
COc1ccc(/C(N)=N/OC(=O)CC2CCCCC2)cc1	0	2	-5	9	9	10	7	3	7
CNC(=O)C(C)NS(=O)(=O)c1ccc(F)cc1 (centres undefined)	-1	3	6	-1	3	-1	4	0	-4
COC(CNC(=O)c1c[nH]c2ccc(S(=O)(=O)N3CCC4(CC3)OCCO4)cc2c1=O)OC	2	3	1	-3	2	4	5	2	10
CCCCn1c(N)c(N(CCOC)C(=O)COC(=O)COc2ccc(CC)cc2)c(=O)[nH]c1=O	2	0	5	1	-5	3	4	-4	0
O=C(NCC1CCCN(C2Cc3ccccc3C2)C1)c1cccs1 (centres undefined)	0	0	6	16	-1	6	-4	-2	-2
CCOC(=O)c1c(-c2ccccc2)oc2ccc(O)c(CN3CCN(C)CC3)c12	6	6	-2	-2	-8	-2	-7	-2	6
Cc1oc2cc3oc(=O)c(CCC(=O)NCCN4CCOCC4)c(C)c3cc2c1C	-3	-7	-1	1	-5	-7	34	-3	13
O=C(CCC(=O)c1cccs1)NCc1ccccc1	0	-3	3	-3	-1	2	-3	3	5
CCc1cccc(C)c1NC(=O)CO/N=C(\C)c1cc2ccccc2o1	1	-2	6	5	2	1	12	0	5
O=C(NCc1ccc(N2CCCC2=O)cc1)c1cc(COc2c(F)cccc2F)on1	-3	2	-1	-1	-9	0	11	-2	8
CCCNC(=O)c1ccc(N2CCC3(CC2)CC(c2ccccc2)=NO3)c(NC(=O)c2ccccc2)c1	0	-1	2	-12	-3	-8	7	-5	-3
CC(C)(C)c1ccc(-c2nnc(SCC(=O)NC3CCS(=O)(=O)C3)n2N)cc1 (centres undefined)	-2	6	2	-2	4	4	6	2	10
CCN(CC)S(=O)(=O)c1ccc(OC)c(NC(=O)CCS(=O)(=O)Cc2ccccc2)c1	3	-2	14	6	6	-4	6	-2	4
CCOc1ccc(NC(=O)N(C2CCCCC2)C2CCN(C(C)=O)CC2)cc1	-3	-3	4	-7	1	-5	3	0	10
O=C1CC(N2CCC(O)(c3ccc(Cl)cc3)CC2)C(=O)N1 (centres undefined)	1	-6	-2	3	-3	-1	-2	0	-4
O=C(N[C@@H](CO)C(=O)NCc1ccccc1)c1ccc(C(F)(F)F)cc1	1	-2	-6	0	1	-1	3	4	9
COc1ccc(S(=O)(=O)n2nc(OC(=O)c3ccco3)cc2N)cc1	0	5	-1	7	-1	9	-2	-1	7
Cc1cc(C)n(Cc2ccccc2Cl)n1	-1	-6	0	-2	0	2	16	2	5
CCOC(=O)N1CCN(C(=O)c2ccccc2NC(=O)COc2ccccc2)CC1	0	-1	3	-4	-3	49*	9	4	-1
O=S(=O)(c1cccc(Cn2nnc(-c3ccccc3)n2)c1)N1CCOCC1	-1	·	9	0	·	4	12	·	16
COc1cccc(NC(=S)N(CCCN2CCCC(C)C2)Cc2cccs2)c1 (centres undefined)	1	-2	7	2	7	5	-5	2	5
CC1(NC(=O)CC(c2ccccc2)(c2ccccc2)c2ccccc2)CCN(Cc2ccc(-c3ccccc3)cc2)C1=O (centres undefined)	-1	·	4	4	·	-6	10	·	-2
CC1=CC(C)(C)n2c(O)c(N=NC(N)=S)c3c(C)c(C)cc1c32	-6	-16	8	1	2	3	12	-3	7
COC(=O)Cn1c(CN(C)Cc2ccccc2)nc2c1c(=O)n(C)c(=O)n2C	-1	1	0	3	1	4	9	2	5
CCc1ccc(-c2cnc3ccccc3n2)cc1NC(=O)CNC(=O)c1ccccc1	0	2	-1	-4	-4	5	11	-3	7
CCn1c(SCC(=O)NC(=O)NCc2ccco2)nnc1-c1cccs1	-1	-5	-3	-1	6	4	2	-3	-1
Cc1cc(C(=O)CSc2nc3ccccc3[nH]2)c(C)n1C	0	0	2	-4	-4	-1	-2	-4	7
O=C(CSc1nc2ccccc2n1S(=O)(=O)c1cccc([N+](=O)[O-])c1)NCCc1ccccc1	-8	2	1	2	2	-1	-15	-1	6
O=C(O)c1ccccc1S(=O)(=O)Cc1ccccc1	-3	6	4	-1	3	5	15	0	1
CSCCC(NS(=O)(=O)c1ccc(Cl)cc1)C(=O)OCC(=O)c1ccc(F)cc1 (centres undefined)	0	2	9	17	-2	3	-21	-5	12
CCOC(=O)C1CCN(S(=O)(=O)c2cn(C)c(C)n2)CC1	-2	-1	4	-9	1	0	-2	-6	3
CN(C(=O)COc1ccc(Oc2ccccc2)cc1)C1CCS(=O)(=O)C1 (centres undefined)	-3	-1	-2	1	0	8	2	-2	8
CC(=O)c1cc(CN2C(=O)c3ccccc3C2=O)cs1	-2	1	8	10	1	-2	-5	-2	-5
CCC(Oc1ccccc1)C(=O)Nc1ccc(S(=O)(=O)NCC2CCCO2)cc1 (centres undefined)	2	-2	1	2	3	4	-4	1	3
Cc1ccc(C(=O)Oc2coc(CSc3nnc(NC(=O)c4cccs4)s3)cc2=O)cc1	-6	3	6	-2	0	3	76*	-2	0
O=C(NCCN1CCOCC1)C12CC3CC(C1)CC(c1ccccc1)(C3)C2	-2	4	9	1	4	22	-7	0	7
Nc1c(N2CCCC2)c2ccccc2oc1=O	-3	13	1	·	0	·	1	1	·
CCOc1ccc(C(=O)Nc2ccc(NC(=O)c3cccs3)cc2)cc1[N+](=O)[O-]	-3	2	4	-8	0	-4	2	2	-7
CCCCN1CCC(COC(=O)c2cc(Cl)c(N)c3c2OCCO3)CC1	-4	10	-5	5	1	-8	0	-1	-2
COc1ccc(C(c2nnnn2C(C)(C)C)N2CCN(C(=O)c3ccco3)CC2)cc1 (centres undefined)	-1	5	-3	8	-4	7	13	2	7
CN(C)S(=O)(=O)c1cc(NC(=O)Cn2ccsc2=N)ccc1Cl	-5	6	-2	5	-6	7	-15	-2	6
CSCC[C@H](NC(=O)N1CCn2c1nc1ccccc12)C(=O)N[C@H](Cc1ccccc1)C(=O)O	2	-12	-6	2	8	-1	2	2	3
CSCCC(NC(=O)COc1ccccc1)C(=O)OCc1ccc([N+](=O)[O-])cc1 (centres undefined)	-6	-2	5	0	0	4	11	-2	6
COC(=O)COn1c(SCC(=O)OC)nc2ccccc2c1=O	-6	10	-10	2	-2	1	2	-1	-7

(next part)
SMILES	PAD4 FP inh	GSTO1 counter	pPAFAH FP inh	PAFAH2 inh	LYPLA2 counter	PAFAH1B2 FP inh	PREPL inhibitor	LYPLA1 inh	PAFAH1B3 FP inh
COc1cc(C(=O)COC(=O)c2c(C)noc2C)cc(OC)c1OC	-1	·	-1	4	·	3	6	·	11
COC(=O)c1ccc(S(=O)(=O)N2Cc3ccccc3C2)cc1	3	-3	1	-1	4	17	-9	1	3
Cc1nc2ccccc2c2oc(C(=O)NCc3ccc4c(c3)OCO4)cc12	5	-5	-1	-5	-8	-4	-58	-1	3
CCOCCCNC(=O)CN1C(=O)COc2ccc(S(=O)(=O)N3CC(C)CC(C)C3)cc21 (centres undefined)	-3	4	3	3	2	4	6	-5	2
CCCCCNC(=O)c1ccc2c(=O)n(CCCOCC)c(=S)[nH]c2c1	-1	-1	0	-3	-1	-2	-6	0	-1
COc1ccc(-c2nnnn2C(C)C)cc1	4	-4	4	4	3	-1	0	-2	5
O=C(Cn1cc(-c2nnnn2-c2ccc(Cl)cc2)c(=O)c2ccccc21)c1ccccc1	-5	-21	-7	-16	-4	-11	-15	-16	-12
Cc1cc(Cl)c(C)c(S(=O)(=O)N2CCN(CC(=O)N3CCOCC3)CC2)c1Cl	-6	·	-4	3	-1	-1	13	1	1
CN(C)S(=O)(=O)N(CC(=O)Nc1cccc(F)c1)c1ccccc1	2	1	5	5	4	2	-3	-2	-1
Cc1cccc(C(=O)NCCNc2nc3cc(C)c(C)cc3cc2C)c1	1	-3	11	2	0	10	1	1	2
Cc1ccc(NC(=O)CCn2c(=S)oc3ccccc32)cc1F	-3	1	5	-3	-1	-5	3	0	7
CCCCn1c(-c2ccc(Br)cc2F)nc2c1c(=O)[nH]c(=O)n2CC(C)C	1	-6	5	4	-4	-3	-6	0	2
CC(=O)C1CCN(Cc2ccccc2)CC1	1	0	7	-8	-1	-7	4	-1	4
CCCN(CCC)CCNC(=O)C(NS(=O)(=O)c1ccc2c(c1)CCC(=O)N2)c1ccccc1 (centres undefined)	2	6	6	0	0	2	-48	3	5
Cc1ccc2c(c1)C1CN(C)CCC1N2CC(=O)N(C)c1ccccc1 (centres undefined)	-4	-10	1	-1	0	1	7	-1	1
O=C(c1ccccc1)c1c[nH]c(C(=O)NCCCN2CCOCC2)c1	1	1	2	0	8	4	13	2	8
